S3 lipid droplet – qHTS Assay for Lipid Storage Modulators in Drosophila S3 Cells | Potency in µM for hits, for the others lipid storage change, negative = inhibition, % at the top dose, mostly 46.1 µM | Drosophila S3 cells, BODIPY lipid droplet fluorescence, 18-24 h; cells fed with added oleic acid | actives 0.64% (n = 320,000); active means well fitted inhibition curve with a large enough effect in the signal ratio, with a control signal flat, not every such curve was filed as active; inconclusive means small, poorly fitted or top-dose-only effect, or effect the other way, or a change in a side signal; the % refers to the signal ratio
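Laser-scanning cytometry quantifies lipid droplet accumulation (500–530 nm total intensity; droplet/cell object ratio) in oleic acid-fed (400 uM added) Drosophila S3 cells treated with a concentration series. 20 uM Triacsin C defined 100% inhibition.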
S3 lipid droplet cell count max – further read-out of S3 lipid droplet, marked with its call; cell number change, %; measured here: cell count max response;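 cells counted by Cell Tracker Red CMTPX staining in the red channel; peak over a dose series mostly up to 46.1 µM; percent activity relative to internal control wells on each plate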
Starred values were filed as active, the others as inactive; i = inactive; u = inconclusive; x = no result given; [ ] = another dose, or the depositor's remark. On the % scale 0 is the no-effect control and ±100 the full control effect; potency means the concentration at half of the fitted maximal effect. This is a subset, so the mix of outcomes need not match the whole.

SMILES	S3 lipid droplet	S3 lipid droplet cell count max
CCC(C)NC(=O)C1c2cc(OC)c(OC)cc2C(=O)N(C)C1c1ccc(OC)cc1 (stereo not given)	1%	-16
CC1(C)Oc2ccc(C(=O)N3CCCC3)cc2N(CC(=O)NCc2ccccc2)C1=O	u	x
Cc1ccc(CS(=O)(=O)Cc2ccc(C(=O)NCC3CCCO3)o2)cc1 (stereo not given)	-14%	-12
COc1ccc(-n2c(=O)c3c4c(sc3n(CC(=O)Nc3cc(C)[nH]n3)c2=O)CCC4)c(OC)c1	0%	15
O=C(NCc1ccc(F)cc1)c1ccccc1OCc1ccccc1	u	x
O=C1C2C3C=CC(C3)C2C(=O)N1c1ccc(N2CCN(c3ccccn3)CC2)c([N+](=O)[O-])c1 (stereo not given)	u	x
COC(=O)CN1C(c2ccccc2O)Nc2ccc(Br)cc2C1c1ccccc1 (stereo not given)	13%	7
CCNC(=S)NNC(=O)c1csc2c1CCC(C)C2 (stereo not given)	-9%	4
CCN(C(=O)COC(=O)CNC(=O)c1ccc2ccccc2c1)C1CCS(=O)(=O)C1 (stereo not given)	u	x
CC1CCc2c(C(=O)Oc3cccc(-n4cnnn4)c3)csc2C1 (stereo not given)	u	x
C=CCn1c(N)c(C(=O)Nc2ccc(C)c(C)c2)c2nc3ccccc3nc21	u	x
Cc1noc(C)c1COc1ccc(C(=O)Nc2nnc(CC(C)C)s2)cc1	u	x
O=C(COC(=O)c1ccccc1Br)Nc1ccc2[nH]c(=O)[nH]c2c1	u	x
CCCCN(CC)S(=O)(=O)c1ccc(C(=O)N(CCCN(C)C)c2nc3cc(C)cc(C)c3s2)cc1	-4%	-24
CCOC(=O)C1CCN(C(=O)CNS(=O)(=O)c2ccc(Br)s2)CC1	24%	16
O=C(CCc1nc2ccccc2[nH]1)Nc1ccc2c(c1)OCO2	i	x
Cc1nnc(NC(=O)CSc2nnc(Cc3cccn3C)n2CCc2ccccc2)s1	u	x
CCc1nc(CNC(=O)C2CCC(=O)N(Cc3ccccc3F)C2)no1 (stereo not given)	-7%	24
O=C(N/N=C/c1ccc(O)cc1)c1csc2c1CCCC2	-9%	x
CCCOc1ccccc1NC(=O)c1ccc([N+](=O)[O-])cc1	5%	14
O=C(NC(Cc1c[nH]c2ccccc12)C(=O)OCC(=O)c1cccc2ccccc12)c1cccs1 (stereo not given)	u	x
CCOC(=O)C1CCN(C(=O)COC(=O)CNC(=O)c2sc3ccccc3c2Cl)CC1	-7%	-14
COc1ccc(Cc2c(O)nc(SCC(=O)N3CCCCCC3)[nH]c2=O)cc1	-2%	24
O=C(O)CCC(=O)N1CCc2cc(S(=O)(=O)N3CC=C(c4ccccc4)CC3)ccc21	u	x
CC(C)CCNC(=O)NC(=O)COC(=O)c1cc(S(=O)(=O)N2CCOCC2)ccc1N1CCCCC1	i	24

Seven compounds from above, arranged by molecular weight, rising.
SMILES	S3 lipid droplet	S3 lipid droplet cell count max
O=C(N/N=C/c1ccc(O)cc1)c1csc2c1CCCC2	-9%	x
CC1CCc2c(C(=O)Oc3cccc(-n4cnnn4)c3)csc2C1 (stereo not given)	u	x
Cc1noc(C)c1COc1ccc(C(=O)Nc2nnc(CC(C)C)s2)cc1	u	x
O=C(COC(=O)c1ccccc1Br)Nc1ccc2[nH]c(=O)[nH]c2c1	u	x
CCC(C)NC(=O)C1c2cc(OC)c(OC)cc2C(=O)N(C)C1c1ccc(OC)cc1 (stereo not given)	1%	-16
CCN(C(=O)COC(=O)CNC(=O)c1ccc2ccccc2c1)C1CCS(=O)(=O)C1 (stereo not given)	u	x
CCOC(=O)C1CCN(C(=O)COC(=O)CNC(=O)c2sc3ccccc3c2Cl)CC1	-7%	-14

Back to the main list, starting 2 compounds before the break.
SMILES	S3 lipid droplet	S3 lipid droplet cell count max
O=C(O)CCC(=O)N1CCc2cc(S(=O)(=O)N3CC=C(c4ccccc4)CC3)ccc21	u	x
CC(C)CCNC(=O)NC(=O)COC(=O)c1cc(S(=O)(=O)N2CCOCC2)ccc1N1CCCCC1	i	24
CCOC(=O)N1CCN(c2ccc(C(F)(F)F)cn2)CC1	u	x
COC(=O)c1cc(NC(=O)CC2CCCC2)cc(C(=O)OC)c1	u	x
O=C(CN1CCC(n2nnc3cc(F)ccc32)CC1)N1CCCc2ccccc21	u	x
CC1(c2ccc3ccccc3c2)NC(=O)N(CC(=O)O)C1=O (stereo not given)	u	x
COc1ccc(C(=O)CSc2nnc(CNc3ccc(C)cc3C)n2Cc2ccco2)cc1	19%	-6
CC12CC(O)C3c4ccc(O)cc4CCC3C1CCC2=O (stereo not given)	u	x
O=C1c2ccccc2NC(c2ccc([N+](=O)[O-])cc2)N1O (stereo not given)	u	x
CCCCOC(=O)C1[C@H]2C(=O)N(Cc3cccs3)C[C@]23C=C[C@H]1O3 (stereo not given in full)	u	x
CCCOc1ccc(C(=O)CCC(=O)NNC(=O)c2ccncc2)cc1	i	-7
O=C(CC(=O)N/N=C/c1ccc(C(=O)O)cc1)NCCc1ccccc1	1%	-1
Cn1c(=O)c2c(nc(NCCCN3CCOCC3)n2Cc2cccc(Cl)c2)n(C)c1=O	u	x
O=C(c1cc(-c2ccco2)nc2ccccc12)N1CCN(c2ccc(F)cc2)CC1	13%	0
O=C(Nc1ccc(Cl)c(S(=O)(=O)N2CCCCC2)c1)c1cnccn1	u	x
Cc1[nH]n(-c2c(Cl)cc(Cl)cc2Cl)c(=O)c1C=Nc1ccc(S(=O)(=O)N2CCOCC2)cc1	4%	-4
CCOC(=O)Cc1csc(NC(=O)CSc2nnc(-c3cccnc3)n2Cc2ccco2)n1	7%	4
Cc1nc2c(-c3ccc(F)cc3)c(C)[nH]n2c(=O)c1Cl	2%	12
COc1ccc(/C=C/C(=O)Nc2nc(C)c(C(=O)N(C)C)s2)cc1OC	-11%	13
FC(F)(F)c1ccc(-n2ccnc2)nc1	u	x
COc1ccccc1C(=O)NC(=O)COC(=O)CCNS(=O)(=O)c1ccccc1	27%	-42
Cn1c(=O)cc(OCCCC(=O)NCc2ccco2)c2ccccc21	u	x
COCCn1c(N)c(N(Cc2ccccc2)C(=O)C2=COCCO2)c(=O)[nH]c1=O	i[0.369 µM]	-7
COc1cc(/C=C2\SC(=S)N(Nc3ncc(C(F)(F)F)cc3Cl)C2=O)cc(OC)c1OC	u	x
CC1Cc2nc(SCC(=O)N3CCc4ccccc43)n(C)c(=O)c2S1 (stereo not given)	-3%	23
Cc1cc(C)c(S(=O)(=O)N(C)CC(=O)N2CCCCC2)c(C)c1	15%	-1
Cc1ccc(C(=O)N/C(=C\c2ccc(-c3cccc([N+](=O)[O-])c3)o2)C(=O)NCCCN(C)C)cc1	u	x
(further entries)
SMILES	S3 lipid droplet	S3 lipid droplet cell count max
Cc1cccn2c(=O)c3cc(C(=O)NC4CCS(=O)(=O)C4)sc3nc12 (stereo not given)	u	x
Nc1cccnc1Oc1ccc(F)cc1	u	x
O=c1c2ccccc2ncn1-c1ccc([N+](=O)[O-])cc1[N+](=O)[O-]	u	x
Cc1cc(NC(=O)COc2c(C)cccc2C)no1	11%	16
CNCCCOc1ccc2c(c1)CCC2	0%	13
Cc1cc(NS(=O)(=O)c2ccc(NC(=O)/C=C/c3c(F)cccc3Cl)cc2)nc(C)n1	i	x
COC(=O)[C@@H](NC(=O)c1ccccc1OC1CCN(S(C)(=O)=O)CC1)C(C)C	16%	-5
C/C(=N\NC(=O)COc1ccc(C)cc1Br)c1cc([N+](=O)[O-])cs1	u	x
Cc1ccc(CSCCNC(=O)/C=C/c2ccccc2Cl)cc1	u	x
CCc1nc(CNC(=O)C2CCC(=O)N(Cc3cccc(OC)c3)C2)no1 (stereo not given)	-16%	11
Cc1ccc(C2CC(c3cccc(Br)c3)n3nc(N)nc3N2)cc1 (stereo not given)	u	x
COc1ccc(NC(=S)NC(NC(=O)/C=C/c2ccccc2)C(Cl)(Cl)Cl)cc1 (stereo not given)	-24%	6
COc1cc(/C=N/Nc2ccc(Cl)c(C(=O)O)c2)ccc1OCC(=O)N1C(C)CCCC1C (stereo not given)	u	x
O=C(c1ccc([N+](=O)[O-])o1)N1CCN(c2nc3c(Cl)cccc3s2)CC1	u	x
CCOC(=O)C1=C(COC(=O)CCOc2ccc(OC)cc2)NC(=O)NC1C (stereo not given)	17%	12
C/C(=N\NC(=O)c1ccc(CN2CCOCC2)cc1)c1cccc([N+](=O)[O-])c1	u	x
O=C(CN(C(=O)c1ccc(Cl)cc1)N1C(=O)C2C3C=CC(C3)C2C1=O)c1cccs1 (stereo not given)	6%[9.22 µM]	-9
Cn1c2ccccc2c2cc([N+](=O)[O-])ccc21	u	x
CC(C)(C)c1cc(C(=O)N/N=C/c2ccncc2)n[nH]1	u	x
CN(Cc1ccccc1)Cc1nc2c([nH]1)c(=O)n(C)c(=O)n2C	12%	2
O=C(CN1CCN(S(=O)(=O)c2ccccc2)CC1)Nc1ccc([N+](=O)[O-])cc1	-33%	x
COc1ccc(NC(=O)c2cc(-c3ccc(OC)c(OC)c3)nc3ccccc23)c(OC)c1	u	x
O=C(c1cccc(NC2=NC3CS(=O)(=O)CC3S2)c1)N1CCN(c2cccc(Cl)c2)CC1 (stereo not given)	u	x
C#CCOc1ccc(/C=C2/C(=O)ON=C2C)cc1OCC	u	x
O=C(O)CCCNC(=O)/C(=C\C=C\c1ccccc1)NC(=O)c1ccccc1Cl	-6%	18

Whole records, looked up by structure. Order of values: S3 lipid droplet, S3 lipid droplet cell count max
O=c1c2ccccc2ncn1-c1ccc([N+](=O)[O-])cc1[N+](=O)[O-] reads u, x
Cc1ccc(CSCCNC(=O)/C=C/c2ccccc2Cl)cc1 reads u, x
O=C(CN(C(=O)c1ccc(Cl)cc1)N1C(=O)C2C3C=CC(C3)C2C1=O)c1cccs1 (stereo not given) reads 6%[9.22 µM], -9
COc1ccc(NC(=S)NC(NC(=O)/C=C/c2ccccc2)C(Cl)(Cl)Cl)cc1 (stereo not given) reads -24%, 6
C/C(=N\NC(=O)c1ccc(CN2CCOCC2)cc1)c1cccc([N+](=O)[O-])c1 reads u, x

Next part:
SMILES	S3 lipid droplet	S3 lipid droplet cell count max
CCCCCC(=O)N1CCN(CCN=CC2=C(O)CC(c3ccc(OC)cc3)CC2=O)CC1 (stereo not given)	i	30
O=C(CCS(=O)(=O)Cc1ccccc1F)NCc1ccccc1Cl	-17%	2
Cc1cccc(N(Cc2ccc(Cl)cc2)S(C)(=O)=O)c1	u	x
Cc1ccc(C(=O)NCCCNC(=O)COc2ccc(C)c(C)c2)cn1	u	x
O=C1CC(c2ccco2)CC(O)=C1C=Nc1ccccc1-c1ccccc1 (stereo not given)	3%	5
CCC(=O)c1ccc(N2CCN(C(=O)c3cc([N+](=O)[O-])ccc3F)CC2)c(F)c1	i	x
COCCn1c(SCc2nnc(-c3ccccc3)o2)nc2sc3c(c2c1=O)CCC3	u	x
S=c1[nH]nc(C(c2ccccc2)C2CCCCC2)o1 (stereo not given)	u	x
CS(=O)(=O)c1ccc(C(=O)OCC(=O)NC2CCS(=O)(=O)C2)cc1[N+](=O)[O-] (stereo not given)	u	x
CC(=O)c1ccc(N2CCN(C(=O)C3CCN(S(=O)(=O)Cc4ccccc4)CC3)CC2)cc1	11%	-6
N#CCCSCc1ccc2oc(C(=O)O)cc2c1	-17%	-1
COc1ccc(N2CCN(CCNC(=O)Nc3ccc(C)c(Cl)c3)CC2)cc1	15%	9
CCCN(Cc1ccco1)S(=O)(=O)c1ccc(OC)c(OC)c1	10%	3
S=c1[nH]nc(-c2ccc(Cl)cc2)n1CCCN1CCOCC1	-2%	18
Cc1cccc(CC(=O)N2CCOCC2)c1	u	x
O=C(/C=C/c1ccccc1[N+](=O)[O-])NCCN1C(=O)S/C(=C\c2ccc(F)cc2)C1=O	-25%	-11
O=C(CSCC(=O)N1CCCCC1)OCC(=O)c1c[nH]c2ccccc12	u	x
CS(=O)(=O)N1CCC(C(=O)Nc2ccc3c(c2)OCCO3)CC1	u	x
O=C(NC1CCCCC1)C1CCC(CNS(=O)(=O)c2ccccc2)CC1 (stereo not given)	i	18
O=C(NCc1ccc(C(F)(F)F)cc1)C1CC(c2ccccc2C(F)(F)F)=NO1 (stereo not given)	17%	6
Cc1cc(C)cc(C(=O)NCC(=O)OCc2nc(N)nc(Nc3ccccc3C)n2)c1	u	x
COc1ccc(CC(=O)Nc2nnc(SCC(=O)NCc3ccco3)s2)cc1OC	u	x
COc1ccc(C(=O)NC2CCCCC2)cc1S(=O)(=O)N1CCOCC1	u	x
O=[N+]([O-])c1ccc(N2CCCCC2)s1	0%	3
O=C(Nc1ccc(NS(=O)(=O)c2ccccc2)cc1)c1cccnc1	7%	0
Other records follow:
SMILES	S3 lipid droplet	S3 lipid droplet cell count max
O=c1cc(CSc2nnc(Nc3ccccc3F)s2)nc2sccn12	26%	0
COc1ccc(-c2c(=O)n(OCc3ccccc3[N+](=O)[O-])c3ccccc3[n+]2[O-])c(OC)c1	12%[9.22 µM]	-5
CC1CCN(C(=O)C(=O)Nc2sc3c(c2C(=O)O)CC(C)(C)OC3)CC1	i	0
CCOc1cc(C(=O)Nc2ncn[nH]2)cc(OCC)c1OCC	-5%	11
O=C(NNC(=S)NC(=O)c1cccc([N+](=O)[O-])c1)c1ccc(O)cc1	-2%	x
COc1ccc2oc(C(=O)OC(C)C(=O)N3CCC(C)CC3)c(C)c2c1 (stereo not given)	-4%	-13
Cc1ccc(Nc2nc(C3CC3)cs2)cc1	0%	7
Cc1cc(C)cc(-n2c(C)cc(C(=O)CSc3nnnn3C)c2C)c1	u	x
COCCn1c(SCC(=O)N2CCc3ccccc3C2)nc2cc(Cl)ccc2c1=O	u	x
CCOc1ccc(C(=O)Nc2nnc(S(=O)(=O)Nc3ccccc3C)s2)cc1	-21%	-23
Oc1c(C(c2ccccc2)N2CCN(Cc3ccccc3)CC2)sc2ncnn12 (stereo not given)	u	x

Screening results as filed in PubChem BioAssay.
